mouse EphA4 binding: EphA4 ligand-binding antagonists – biochemical, colorimetric, mouse EphA4, primary screen (AID 689) | EphA4-AP binding to KYL peptide, pNPP A405; higher % means a stronger effect | inhibition, % at 10 µM, or IC50 in µM where a hit was titrated | hit rate 0.1% among 62,000; in the data active = a potency from the dose series; inactive = the rest, 99 in 100 with inhibition below about 22%
The depositor's hits bear a star; & = joins results of further samples.

SMILES	mouse EphA4 binding
O=C(CCC(=O)OCCCC(F)(F)C(F)(F)F)Nc1ccccc1	-2%
COc1ccccc1NC1=C(Cl)C(=O)N(C2CCCCC2)C1=O	22%
COc1cc(C2C(C(C)=O)=C(C)Nc3ncnn32)ccc1O (centres undefined)	-14%
CN(NC(=O)c1cccc(Cl)c1)c1nc(-c2ccccc2)nnc1C(F)(F)F	-10%
C=C(C)c1cccc(C(C)(C)NC(=O)NCCCN2CCCC2=O)c1	-8%
COC(=O)c1ccc(S(=O)(=O)NCCSc2nnc3c4ccccc4n(C)c3n2)cc1	-6%
Cc1ccccc1NC(=O)CSc1nnnn1C	-19%
CCCC(c1nnnn1Cc1ccco1)N1CCN(C(=O)c2ccco2)CC1 (centres undefined)	4%
CN(Cc1ccccc1)C(=O)c1ccc2c(c1)OCCO2	5%
CC(C)CN(C(=O)COC(=O)c1cc2ccccc2oc1=O)C1CCS(=O)(=O)C1 (centres undefined)	-8%
O=C(O)c1cc(S(=O)(=O)N2CCCC2)ccc1Br	-8%
CCCC(=O)Nc1ccc(Br)cn1	-3%
CCCOc1ccc(CC(CC(=O)O)(C(=O)O)C(=O)O)cc1	8%
O=C(O)c1ccc(Cl)c2c1C1C=CCC1C(c1ccccn1)N2 (centres undefined)	11%
O=S(=O)(Nc1cccc(-c2cn3ccccc3n2)c1)c1ccc(-c2ccccc2)cc1	5%
COC(=O)C1=C(O)/C(=C\c2ccccc2C(F)(F)F)N=C1C	-13%
CCOC(=O)c1sc(C)c(C(=O)NC2CCCCC2)c1N	-8%
Cc1ccccc1S(=O)(=O)Cc1ccc(C(=O)NC(C)c2ccc3c(c2)OCCO3)o1 (centres undefined)	0%
CCCCCCNC(=O)c1c(O)c2ccccc2[nH]c1=O	-3%
Cc1cc(/C=N/n2cnnc2)c(C)n1-c1cc(Cl)ccc1Cl	-6%
CC12CS(=O)(=O)CC1SC(=S)N2c1ccccn1 (centres undefined)	0%
O=C(Nc1ccc(I)cc1)C(Cc1ccccc1)N1C(=O)c2ccccc2C1=O (centres undefined)	-4%
CC(C)Sc1ncnc2c1oc1ccccc12	-7%
C=CCNC(=O)CCCOc1cccc(C)c1	-10%
CC(C)Cc1nnc(NC(=O)c2ccncc2)s1	-15%

Some of these compounds in order of their number in mouse EphA4 binding, falling.
Structure | mouse EphA4 binding
Cc1ccccc1S(=O)(=O)Cc1ccc(C(=O)NC(C)c2ccc3c(c2)OCCO3)o1 (centres undefined) | 0%
O=C(O)c1cc(S(=O)(=O)N2CCCC2)ccc1Br | -8%
Cc1ccccc1NC(=O)CSc1nnnn1C | -19%

(next part)
SMILES	mouse EphA4 binding
CCOC(=O)N1CCC(NC(=O)c2cc3ccccn3n2)CC1	-12%
C#CCC(CC#C)(C(=O)OC)C(=O)OC	-2%
CC(OC(=O)c1cccnc1SCc1cc(=O)n2ccccc2n1)c1ccccn1 (centres undefined)	-5%
CCOC(=O)Nc1sc2c(c1C#N)CCCC2	-7%
Cc1cc(NC(=O)CSc2nnc(-c3ccc(S(=O)(=O)N4CCCC4)cc3)n2C)no1	-9%
O=C(O)CC1S/C(=N/N=C2/C(=O)Nc3ccccc32)N(c2ccc(O)cc2)C1=O (centres undefined)	-3%
CC(C)(C)NC(=O)c1cc2nc(-c3ccccc3)cc(C(F)(F)F)n2n1	-3%
Cc1ccc(C(=O)C2(C)C3c4cc(Br)ccc4OC(=O)C32C(=O)c2ccco2)cc1 (centres undefined)	-17%
CCOC(=O)Cn1c(C)nc2ccccc21	-4%
Cc1ccc2cc(C#N)c(N3CCCN(C(=O)C4CCCO4)CC3)nc2c1C (centres undefined)	26%
CC(C)N/C=C(/c1cc(O)ccc1O)[N+](=O)[O-]	14%
CCN(CC)CCOC(=O)C1(c2ccc(OC)c(OC)c2)CCCC1	1%
COc1cc(/C=N/n2cnnc2)ccc1OCc1ccccc1	-5%
O=C(O)c1ccccc1NC1=C(Cl)C(=O)N(c2cccc(Cl)c2)C1=O	-6%
COc1ccc(NC(=O)c2ncn[nH]2)cc1	-11%
O=C1C(Cc2ccccc2)C(c2ccccc2)N1c1ccccc1 (centres undefined)	-6%
CCOc1ccc(Cl)cc1/C=c1\sc2nc3ccccc3n2c1=O	-2%
CSc1ccc(CN(C)CC(=O)NC(=O)NC(C)(C)C)cc1	-10%
Cc1ccc(S(=O)(=O)NCc2ccc(C(=O)NCCCN3CCN(C)CC3)cc2)cc1	0%
COc1cc(/C=c2\sc3n(c2=O)CCCN=3)ccc1O	-10%
COc1cc(NC(=O)NCc2ccncc2)cc(OC)c1OC	0%
FC(F)(F)c1cccc(NC(=S)Nc2ccccc2)c1	-11%
CCC(=O)Nc1sc(C(=O)N2CCCCC2)c(C)c1C#N	-15%
FC(F)(F)c1cnc(Sc2nc3nccc(-c4ccc(Cl)cc4)n3n2)c(Cl)c1	9%
O=C(NC(c1ccccc1)c1ccccc1)c1ccc(S(=O)(=O)C(F)F)cc1	-14%

Entries listed so far that contain an NH in an aromatic ring:
SMILES	mouse EphA4 binding
CCCCCCNC(=O)c1c(O)c2ccccc2[nH]c1=O	-3%
COc1ccc(NC(=O)c2ncn[nH]2)cc1	-11%

The main list resumes; the 3 compounds before the break are reprinted first.
SMILES	mouse EphA4 binding
CCC(=O)Nc1sc(C(=O)N2CCCCC2)c(C)c1C#N	-15%
FC(F)(F)c1cnc(Sc2nc3nccc(-c4ccc(Cl)cc4)n3n2)c(Cl)c1	9%
O=C(NC(c1ccccc1)c1ccccc1)c1ccc(S(=O)(=O)C(F)F)cc1	-14%
O=C(NCCO)c1cc2ccccc2c(=O)s1	1%
O=[N+]([O-])c1ccc(-n2ncnc2-c2cccc(Br)c2)c(Cl)c1	8%
CCc1ccc(C(=O)NC(C(=O)O)C(C)C)cc1 (centres undefined)	-10%
Cc1ccc(CC(=O)N2CC(C)OC(C)C2)cc1 (centres undefined)	14%
Cc1ccc(N2C(=O)C3C4C=CC(C5CC45)C3C2=O)cc1Cl (centres undefined)	4%
CCCOc1ccc(-c2nc(C#N)c(N3CCN(C)CC3)o2)cc1	0%
COC(=O)CSc1nnc(CNC(=O)c2cccs2)n1-c1cccc(C)c1	-9%
CCO/C(C)=C1\N=C(c2ccc(Cl)cc2)OC1=O	-15%
CCOCc1nnc(NC(=O)COC)s1	0%
CCOC(=O)c1cc(CC)sc1NC(=O)c1cc(OCC)c(OCC)c(OCC)c1	-2%
O=C(O)CCN1C(=O)/C(=C/c2ccc(-c3nc4ccccc4s3)o2)SC1=S	12%
CC1CN(c2cc(-c3ccccc3)c3ccccc3n2)CC(C)O1 (centres undefined)	10%
CCN(CC)c1ccc(/C=N\NC(N)=O)cc1	-5%
CCOCCCNC(=O)c1ccc(CS(=O)(=O)Cc2ccc(C)cc2)o1	-14%
CC(C)(C)C(=O)Oc1cc(N)n(S(=O)(=O)c2ccc(F)cc2)n1	1%
CN(C)/C=C/C(=O)c1nnn(C2CCCCC2)c1NC1CCCCC1	8%
CCN(CC)S(=O)(=O)c1cccc(C(=O)Nc2nncs2)c1	3%
Clc1ccc(-n2nnnc2CN2CCOCC2)cc1	16%
Cc1ccc2nc(-c3ccncc3)cc(-c3ccccc3)c2c1	-7%
COc1ccc(/C=N/OCc2nc3c4c(ncn3n2)Oc2ccc3ccccc3c2C4c2ccccc2)cc1 (centres undefined)	-4%
CCC12CN3CC(CC)(CN(C1)C3c1ccccc1Cl)C2O (centres undefined)	-5%
CCS(=O)(=O)N1CCCC(C(=O)NCCN(C)Cc2ccccc2)C1 (centres undefined)	4%
N/C(=N\OC(=O)c1ccc2c(c1)OCO2)c1ccc(Cl)cc1	-1%
CNS(=O)(=O)c1cnccc1N1CCN(c2cccc(C)c2)CC1	-24%
Cc1cccc(OCC(=O)NCC(C)C)c1	16%

(listing goes on)
SMILES	mouse EphA4 binding
Cc1cc(C(=O)CSc2nnc(-c3ccccc3)o2)c(C)n1CC1COc2ccccc2O1 (centres undefined)	-12%
CC(NC(=O)C12CC3CC(C1)CC(n1cncn1)(C3)C2)C12CC3CC(CC(C3)C1)C2 (centres undefined)	-15%
CCOC(=O)COn1c(-c2cccc(Cl)c2)nc2ccc([N+](=O)[O-])cc21	-8%
CCC(=O)Nc1cc(-c2nnc(OC)c3ccccc23)ccc1N1CCOCC1	-3%
COCCNC(=O)C(c1ccco1)N(C(=O)Cn1nnc2ccccc21)c1cc(C)ccc1C (centres undefined)	-8%
O=C(c1nn2c(C(F)(F)F)cc(-c3ccccc3)nc2c1Cl)N1CCCC1	-10%
CC(C)(C)NC(=O)C(=O)N/N=C/c1ccc(Br)cc1	1%
O=C(C=C1SCCS1)/C=C/c1ccco1	8%
CCNC(=O)NC(=O)C(C)Oc1ccc(C(=O)OC)cc1 (centres undefined)	-9%
O=c1[nH]c(CO)nc2c1oc1ccccc12	0%
COC(=O)C1=C(C)NC(C)=C(C(=O)OC)C1C(=O)OCCN1C(=O)c2ccccc2C1=O	6%
CCOc1cc(/C=C2/C(=O)NC(=O)N(c3ccccc3)C2=O)cc(Br)c1O	1%
O=C(Nc1cccc2cccnc12)c1cccc2ccccc12	-8%
Cn1cc(CN2CCN(c3ccccc3)CC2)c2ccccc21	-13%
C/C=C/c1ccc(OCCSc2nc(C)cc(=O)[nH]2)c(OC)c1	-9%
CCCCN(C)CCCNC(=O)CS(=O)Cc1nc(-c2ccc(OC)c(OC)c2)oc1C (centres undefined)	-7%
Cc1cc(OCC(=O)Nc2cccc(-c3nc4ncccc4o3)c2C)cc(C)c1Cl	-8%
Cc1ccc(-n2nc3c([n+]2[O-])CCc2c-3no[n+]2[O-])cc1	-9%
COc1cc(/C=C(\C#N)c2nc3ccccc3[nH]2)ccc1Oc1ccc([N+](=O)[O-])cn1	-9%
CCC(=O)Nc1ccc(S(=O)(=O)N2CCc3ccccc3C2)cc1	7%
FC(F)(F)c1nc2ccccc2n2c(-c3ccc(Cl)cc3Cl)nnc12	-4%
CCCCN(CCCC)C(=O)c1ccccc1	-10%
COc1ccc(N(CC(=O)Nc2cccc(SC)c2)S(C)(=O)=O)cc1	-5%
COCCn1c(C)cc(C(=O)CSc2nnc3ccccn23)c1C	-6%
COc1ccccc1CNC(=O)C1CCCN1S(=O)(=O)c1cccc2cccnc12 (centres undefined)	-20%

3 compounds drawn at random from the list so far:
SMILES	mouse EphA4 binding
O=C(Nc1cccc2cccnc12)c1cccc2ccccc12	-8%
O=C(c1nn2c(C(F)(F)F)cc(-c3ccccc3)nc2c1Cl)N1CCCC1	-10%
C#CCC(CC#C)(C(=O)OC)C(=O)OC	-2%

Later entries.
SMILES	mouse EphA4 binding
CCCNS(=O)(=O)c1ccc(CCC(=O)N2CCC(C)CC2)cc1	-8%
NC(=O)C1(NC(=O)[C@@H]2CC3(CC(c4cccc(NC(=O)[C@@H]5CCC(=O)N5)c4)=NO3)CN2C(=O)c2cnccn2)CC1 (some centres undefined)	13%
CC1CCN(C(=O)c2ccccc2)CC1	-22%
O=C(Cn1[nH]c(=O)c2ccccc2c1=O)Nc1ccc2c(c1)CCC2	-4%
Cc1ccc(C)c(NC(=O)/C=C\C(=O)O)c1	11%
CCc1ccccc1NC1=NCC(=O)N1Cc1ccccc1	-2%
Cn1c(-c2cc3ccc(O)c(CN4CCOCC4)c3oc2=O)nc2ccccc21	-5%
COc1ccccc1N1CCN(C(=O)C2CCN(S(=O)(=O)c3ccccc3)CC2)CC1	0%
Cc1ccc(S(=O)(=O)N(C)CCCC(=O)Nc2ccc(F)cc2)cc1	-3%
Cc1nn2c(NCCCN(C)C)c3c(nc2c1-c1ccccc1)CCC3	-13%
Cc1ccc2[nH]c(=O)c(CNC(C)(C)C)cc2c1	1%
Cc1nc2ccccc2c2nc3ccccc3n12	0%&-14%
Cc1cc2c(ncn2Cc2ccccc2)c([N+](=O)[O-])c1C	4%
Cc1ccc(OCC(=O)Nc2cccc3nsnc23)c(C)c1	-12%
CCC(C(=O)OC)n1cnc2c(nnn2-c2cccc(Cl)c2)c1=O (centres undefined)	12%
CN1CCC(OC(=O)COc2ccc(C(C)(C)C)cc2)CC1	-10%
CC(C(=O)Nc1cccnc1)N1C(=O)c2ccccc2C1=O (centres undefined)	-6%
CCOc1ccc(NS(=O)(=O)c2cc(-c3nnnn3C)ccc2OC)cc1	4%
CCC(C)C(=O)Nc1nc(C)c(-c2csc(Nc3cc(Cl)ccc3OC)n2)s1 (centres undefined)	-1%
CC(C)CN(Cc1c(O)ccc2c3c(c(=O)oc12)CCC3)CC(C)C	-4%
Cn1cnnc1SCc1cccc(Br)c1	18%
CC(=O)OC[C@H]1O[C@@H](n2ccc(=O)[nH]c2=S)C(OC(C)=O)C1OC(C)=O (some centres undefined)	10%
CCOc1ccccc1NC(=O)CN(c1cc(C)cc(C)c1)S(=O)(=O)c1c(C)noc1C	-2%
COc1ccc(Oc2nccc(-c3ccccc3)c2C#N)cc1	5%
O=C(Cn1cccc1)NCc1cccs1	-1%
COc1cccc(C2C(C(=O)Nc3ccccc3)=C(C)N=c3s/c(=C\c4ccc(N(C)C)o4)c(=O)n32)c1 (centres undefined)	32%
Cc1ccc(S(=O)(=O)NC(C)CCc2ccccc2)cc1 (centres undefined)	-16%
O=C(Nc1ccc(Oc2ccccc2)cc1)C1CCN(c2ncccn2)CC1	-27%

Screening data as filed in PubChem BioAssay.

A portion of the library; rates above refer to the full screens.
